# Apaf-1 inh: inhibitors of human Apaf-1 apoptosome, primary screen, biochemical, DEVD-Rh110 fluorescence, uHTS; actives 0.71% (n = 330,000); reconstituted apoptosome caspase-3 activity; inhibition, % at 20 µM; active = inhibition of at least 40% at 20 µM;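 also: plate controls were DMSO wells for no effect and DEVD-CHO caspase inhibitor wells for full effect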
#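 Material: reconstituted apoptosome with Apaf-1, cytochrome c, caspase-9, procaspase-3, dATP / Buffer or medium: pH 7.5 Hepes buffer with CHAPS, BSA, DTT / Also added: cytochrome c with DEVD-Rh110 / Schedule: compound with Apaf-1, dATP, procaspase-3 30 min, then 50 min reaction, room temperature / Technique: rhodamine 110 fluorescence at Ex 480/Em 540 nm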
# PfG6PD inh: PfG6PD enzyme inhibitors, primary screen, biochemical, fluorescence intensity, uHTS; glucose-6-phosphate dehydrogenase-6-phosphogluconolactonase (Plasmodium falciparum 3D7); PfGluPho enzyme, NADPH resazurin-diaphorase fluorescence; inhibition, % at 20 µM; actives 0.78% (n = 350,000);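 active = inhibition reaching at least a set limit at 20 µM in the primary screen, cut at about 59% in these data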;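 also: 0% = DMSO wells with substrate and 100% = DMSO wells lacking glucose-6-phosphate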
# HKDC1 inhibitor: HKDC1 hexokinase inhibitors, primary screen, biochemical, fluorescence, uHTS. inhibition, % at 20 µM. recombinant HKDC1, G6PDH/diaphorase resazurin coupled fluorescence. actives 0.16% (n = 340,000). AID 493160, 2011. Q2TB90;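 active = inhibition above about 35% when tested at 20 µM, limit read from the data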;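 also: plate controls were DMSO wells with enzyme for no effect and DMSO wells lacking enzyme for full effect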
#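 Assay system: recombinant HKDC1 hexokinase; detection: coupled resazurin fluorescence, excitation 525 nm, emission 613 nm; benchmarks: DMSO-plus-enzyme-mix negative control, buffer-substituted positive control; compound dosing: single 20 µM dose; schedule: 90 min at room temperature in dark; also added: glucose plus 1 mM ATP as hexokinase substrates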
# SENP8 block-1: SENP8 protease inhibitors, primary screen, biochemical, luminescence; purified SENP8, Z-RLRGG-aminoluciferin cleavage; inhibition, % at 10 µM; AID 2540, 2010; Sentrin-specific protease 8 (Homo sapiens), Q96LD8; actives 1.2% (n = 330,000); in the data active = inhibition above about 50%
# Target sequence (Q96LD8 whole entry, looked up): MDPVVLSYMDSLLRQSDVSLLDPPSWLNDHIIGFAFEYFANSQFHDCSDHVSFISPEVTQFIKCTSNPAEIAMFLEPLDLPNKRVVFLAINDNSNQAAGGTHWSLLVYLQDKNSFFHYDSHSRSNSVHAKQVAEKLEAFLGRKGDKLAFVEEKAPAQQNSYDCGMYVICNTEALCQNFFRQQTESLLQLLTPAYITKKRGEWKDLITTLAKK
# SENP6 inh: SENP6 protease inhibitors, primary screen, biochemical, luminescence, uHTS. Sentrin-specific protease 6 (Homo sapiens), Q9GZR1. AID 2599, 2010. Recombinant SENP6 catalytic domain, aminoluciferin luminescence. inhibition, % at 10 µM. actives 1.8% (n = 330,000);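 active = inhibition above about 50% at the single tested dose, limit read from the data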;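 also: plate controls were DMSO wells with enzyme for no effect and DMSO wells lacking enzyme for full effect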
# SENP7 inh: SENP7 protease inhibitors, primary screen, biochemical, luminescence, uHTS; recombinant SENP7, Z-RLRGG-aminoluciferin luminescence, 40 min; actives 1.5% (n = 330,000); Sentrin-specific protease 7 (Homo sapiens), Q9BQF6; inhibition, % at 5 µM; AID 434973, 2010;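 active = inhibition above about 50% at the single test dose, limit read from the data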;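 also: plate controls were DMSO with enzyme for no effect and no enzyme buffer wells for full effect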
# Target sequence (Q9BQF6 706-1050 limits assumed): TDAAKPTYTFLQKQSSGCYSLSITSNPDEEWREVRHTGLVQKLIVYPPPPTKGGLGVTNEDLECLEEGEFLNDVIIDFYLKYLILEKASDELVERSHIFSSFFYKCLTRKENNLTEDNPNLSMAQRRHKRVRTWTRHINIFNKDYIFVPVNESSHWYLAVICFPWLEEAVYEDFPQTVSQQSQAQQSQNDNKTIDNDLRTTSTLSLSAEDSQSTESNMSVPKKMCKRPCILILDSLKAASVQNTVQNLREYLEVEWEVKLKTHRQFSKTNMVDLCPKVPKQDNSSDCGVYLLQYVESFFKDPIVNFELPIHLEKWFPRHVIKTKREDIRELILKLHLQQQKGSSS
# NALP3 yeast inh: NALP3 inflammasome inhibitors in reconstituted yeast, primary screen, luminescence, uHTS | Yeast reconstituted NLRP3/ASC/caspase-1, beta-gal luminescence, 24 h | inhibition, % at 10 µM | actives 0.39% (n = 330,000) | AID 2825, 2010;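 active = inhibition of 50% or more; inactive = inhibition below 50%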;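 also: plate controls were induced DMSO wells for no effect and uninduced yeast grown without galactose for full effect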
# SENP1 inh: human SENP1 catalytic domain inhibitors, primary screen, biochemical, FRET, uHTS. Sentrin-specific protease 1 (Homo sapiens), Q9P0U3. recombinant SENP1 catalytic domain, CyPet-SUMO1-YPet FRET cleavage. inhibition, % at 10 µM. actives 0.21% (n = 360,000);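 active = inhibition at least 30% at 10 µM, raw YFP signal under a set limit, fluorescence ratio 0.5 to 1.5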;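 also: 0% = enzyme with DMSO and 100% = no enzyme wells; some results filed as inactive read as strong as hits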
# Target sequence (Q9P0U3 419-644 limits assumed): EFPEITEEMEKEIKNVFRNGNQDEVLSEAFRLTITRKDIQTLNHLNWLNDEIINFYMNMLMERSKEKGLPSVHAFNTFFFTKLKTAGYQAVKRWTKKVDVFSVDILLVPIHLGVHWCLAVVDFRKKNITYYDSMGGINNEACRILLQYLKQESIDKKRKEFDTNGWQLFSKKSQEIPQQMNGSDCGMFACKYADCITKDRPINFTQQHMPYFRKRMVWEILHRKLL
#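 Test system: recombinant human SENP1 catalytic domain, His6-tagged / Medium: pH 8 Tris buffer with EDTA, NaCl, BME, BSA, NP40, catalase / Also added: SUMO1 FRET substrate flanked by Cypet and Ypet, 25 nM / Times: 50 min reaction at room temperature / Signal: FRET, CFP and YFP emission / Control set: no-enzyme low control and enzyme-plus-DMSO high control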
# SENP8 block-2: human SENP8 protease inhibitors, primary screen, biochemical, fluorescence, Nedd8 protein substrate, uHTS | AID 602440, 2012 | Sentrin-specific protease 8 (Homo sapiens), Q96LD8 | actives 0.64% (n = 360,000) | recombinant SENP8 | inhibition, % at 20 µM; in the data active = inhibition mostly above about 40%, no sharp cut-off; inactive = mostly below about 27%
# An asterisk follows results filed as active; i = inactive; · = not tested or not shown.
SMILES,Apaf-1 inh,PfG6PD inh,HKDC1 inhibitor,SENP8 block-1,SENP6 inh,SENP7 inh,NALP3 yeast inh,SENP1 inh,SENP8 block-2
COC(=O)Nc1ccc(S(=O)(=O)N2CCCC(C(=O)N3CCCCCC3)C2)cc1 (stereo unspecified),5,-3,-7,1,-28,10,23,0,16
CCCOc1ccc(-c2c(C(=O)N/N=C/c3ccc(OC)cc3)nnn2-c2nonc2N)cc1,11,-6,4,0,-10,12,12,1,-409
O=C(COC(=O)CCC(NC(=O)OCc1ccccc1)C(=O)OCC(=O)Nc1ccccc1)Nc1ccccc1 (stereo unspecified),15,13,-4,1,9,7,9,1,22
Cc1cc2nnc(SCC(=O)N3CCN(c4ccccc4)CC3)n2c(N)n1,-7,-13,-1,-8,-14,3,-6,1,30
COc1ccccc1C(=O)NC(=O)CSc1ccc(C)c(C)c1,-32,8,11,1,17,-5,16,3,2
CC1(C)NC(=O)N(CC(=O)OCC(=O)Nc2c(Br)cc([N+](=O)[O-])cc2Br)C1=O,·,2,-2,·,·,·,·,1,22
C=CCOc1ccc(-c2nc3c(c(=O)[nH]c(=O)n3CCCC)n2C)cc1Br,10,-4,-6,2,-5,7,4,-2,-203
Cn1nnnc1SCCNCc1ccncc1,-7,-17,-10,2,-2,-1,-6,0,9
O=C(CSc1nnnn1Cc1ccccc1)Nc1ccc2c(c1)OCCO2,5,0,0,0,-7,4,-1,0,8
CN(c1ccccc1)S(=O)(=O)c1cc(C(=O)Nc2nc3ccccc3[nH]2)ccc1Cl,11,-14,10,-1,1,9,7,0,-136
CC(=O)N1NC(=Nc2ccccc2)SC1(C)C,-17,5,-1,-9,-5,5,18,1,28
O=C(OCC(=O)N1CCN(c2ccccc2)CC1)c1ccccc1NCCO,5,-7,-3,12,6,4,11,-1,i
Cc1cccn2c(=O)c(/C=C3\SC(=S)NC3=O)c(NCCCN3CCOCC3)nc12,5,54,8,-6,6,1,12,-36,-144
Cc1c(Cl)cccc1NC(=O)Nc1ccc(C(=O)N2CCCC2)cc1,7,-9,-2,28,61*,57*,-9,2,27
COCCCNC(=O)Cn1ccc(N)nc1=O,7,-13,0,-5,-12,6,16,-2,12
O=C(OCC(=O)N1CCOCC1)c1c(Cl)ccc(Cl)c1Cl,-1,-12,1,-3,1,-3,8,0,9
CCOC(=O)c1c(NC(=O)CN2C(=O)NC3(CCCCC3C)C2=O)sc(C)c1C (stereo unspecified),1,3,-6,4,-1,3,13,-3,-4
CCCC(=O)NC(c1ccco1)c1cc([N+](=O)[O-])c2cccnc2c1O (stereo unspecified),-3,12,4,6,15,7,17,2,53*
O=C(O)c1cc2ccccc2[nH]1,·,-5,-4,·,·,·,·,-2,4
Cn1c2ccccc2c2nnc(SCC(=O)Nc3ccccc3F)nc21,6,-17,10,-1,-6,3,13,-1,1

# Reformatted: entries from further up.
# Each structure is followed by: Apaf-1 inh, PfG6PD inh, HKDC1 inhibitor, SENP8 block-1, SENP6 inh, SENP7 inh, NALP3 yeast inh, SENP1 inh, SENP8 block-2
- O=C(OCC(=O)N1CCOCC1)c1c(Cl)ccc(Cl)c1Cl
  -1, -12, 1, -3, 1, -3, 8, 0, 9
- CCOC(=O)c1c(NC(=O)CN2C(=O)NC3(CCCCC3C)C2=O)sc(C)c1C (stereo unspecified)
  1, 3, -6, 4, -1, 3, 13, -3, -4

# (further entries)
SMILES,Apaf-1 inh,PfG6PD inh,HKDC1 inhibitor,SENP8 block-1,SENP6 inh,SENP7 inh,NALP3 yeast inh,SENP1 inh,SENP8 block-2
Cc1ccc(S(=O)(=O)NC(=O)Nc2cccc([N+](=O)[O-])c2)cc1,-4,14,-3,0,24,0,5,2,14
COc1ccc(NC(=O)CSc2nc3[nH]ncc3c(=O)n2-c2ccccc2OC)cc1OC,4,5,-6,-3,0,-13,-8,3,24
CC(C)/C=C1\CCCCC1N(C)C(=O)NC(C)C (stereo unspecified),-1,-12,-6,0,-17,-4,7,-1,11
CC1CCCCN1CCCNc1ccc(C(CC(N)=O)NC(=O)Cc2ccc(Cl)cc2)cc1[N+](=O)[O-] (stereo unspecified),2,-5,-6,-4,-2,-3,8,3,15
COc1cc(CNCCN(C)C)ccc1OCc1c(F)cccc1Cl,-1,-4,-6,-4,12,2,7,-1,9
NC(=O)c1ccc(Oc2ccc3c(c2)CCC3)c([N+](=O)[O-])c1,19,-9,3,-14,-13,-1,11,0,24
O=C(NCCCN1CCOCC1)c1ccc(CSCc2cccc(Cl)c2)o1,7,1,-4,-3,-15,-5,2,3,6
O=C(OCc1nnc(-c2ccccc2)o1)c1ccc([N+](=O)[O-])s1,47*,16,4,71*,68*,31,20,2,31
Cc1ccc(O)c(Nc2c3ccccc3nc3ccccc23)c1,2,3,6,-7,-10,-4,17,-173,-284
CC(=O)Nc1ccc(C(=O)Nc2ccc(S(=O)(=O)N3CCOCC3)cc2)cc1,0,-3,-3,-15,4,-15,13,-2,0
Cn1ncc([N+](=O)[O-])c1C(=O)Nc1ccc(-c2nc3ccccc3[nH]2)cc1,-1,33,-6,-14,-7,-4,16,2,12
O=C(Nc1ccc2c(c1)OCCO2)c1ccc(CN2CCOCC2)cc1,9,-1,4,-8,-6,-8,0,4,26
CCC1CCCCN1S(=O)(=O)Cc1ccccc1Cl (stereo unspecified),6,-2,-6,1,-3,-7,24,3,12
O=C1/C(=C/N(C(=O)c2ccco2)c2ccc(Br)cc2)Sc2ccccc21,12,1,8,84*,90*,80*,13,-47,-109
O=C(N/N=C/c1ccc(O)c(Br)c1)c1cc2c(ccc3ccccc32)o1,30,6,-2,3,12,-4,-1,45,-370
CCN(CC(=O)Nc1ccccc1C(=O)NC1CC1)Cc1cccs1,-3,8,0,-8,-3,-7,25,-1,-1
COC(=O)CNC(=O)CN1c2cccc3cccc(c23)S1(=O)=O,8,21,-1,-10,-1,-6,10,-2,i
CN(CC(=O)Nc1ccccc1Cl)C(=O)COC(=O)c1cc(S(=O)(=O)N(C)C)ccc1N1CCCC1,6,-5,3,-9,-1,10,25,1,6
CCCOc1ccc(C(CC(=O)O)NC(=O)C23CC4CC(CC(C4)C2)C3)cc1 (stereo unspecified),-2,-15,-13,-3,-3,-1,23,2,11
Cc1ccccc1Cn1c2ccccc2c2cnn(CC(=O)NCCCN3CCN(C)CC3)c(=O)c21,18,22,-4,-8,-8,8,2,-1,-47
COc1cccc(NC(=O)C(C)Sc2nnc(C3CC3)n2C2CC2)c1 (stereo unspecified),-1,13,-4,-2,0,-8,2,-2,3
COc1cccc(CN(C)C(=O)CNC(=O)c2ccc3c(c2)OCO3)c1OC,19,-4,-9,-8,-5,4,14,1,9
O=C(O)CC(c1ccc(F)cc1F)N1Cc2ccccc2C1=O (stereo unspecified),-4,-4,-6,-5,-17,1,19,2,28
CC(Oc1ccc(F)cc1)C(=O)Nc1cc(S(=O)(=O)N2CCOCC2)ccc1N1CCN(C)CC1 (stereo unspecified),-8,8,2,-5,-10,-6,20,0,21
CC1CCN(S(=O)(=O)c2ccc(NC(=O)CCN3C(=O)C4CC=CCC4C3=O)cc2)CC1 (stereo unspecified),16,4,-5,-4,0,-10,-4,-4,-1
Cc1cc(OCC(=O)OCC(=O)NCCN2C(=O)CSC2=O)ccc1Cl,-10,2,-6,1,9,-2,3,6,1
Cc1c(NS(=O)(=O)c2ccc(N(C)C3CCCCC3)c([N+](=O)[O-])c2)c(=O)n(-c2ccccc2)n1C,10,-7,-2,3,7,0,28,0,22
O=C1CCCC(O)=C1N=Nc1c(Cl)cc(C(F)(F)F)cc1Cl,-7,-3,1,-2,-9,6,12,-1,38
CC(OC(=O)C1=COCCO1)C(=O)Nc1ccccc1C#N (stereo unspecified),-3,6,6,2,13,4,4,0,14
Cc1cc(Cl)ccc1OCC(=O)N(Cc1ccco1)c1c(N)n(Cc2ccccc2)c(=O)[nH]c1=O,·,1,-2,·,·,·,·,-5,-13
Cc1ccc2[nH]c3c(Cl)ncnc3c2c1,-18,5,-1,-2,-4,-7,26,-4,-426
CCOc1cccc(NC(=O)C2CC(=O)NC(=Nc3ccccc3)S2)c1 (stereo unspecified),10,-11,-2,9,-10,-2,7,3,22
COc1ccc(NC(=O)O/N=C2/CCCc3ccc(OC)cc32)cc1,19,55,4,-3,-4,-3,-3,2,12
COC(=O)c1ccc(CNC(=O)Cn2cnc3c(SC)nc(N)nc32)cc1,0,-11,-4,-10,-14,-8,3,2,-54
COC(=O)C(=C/C(C)=C/c1cccnc1)C(=O)OC,-9,18,1,8,8,-6,42,1,12
Cn1nnnc1SCCNCc1ccccc1OCc1ccccc1,7,4,-6,-2,-15,2,4,1,8
O=C(O)CNC1=NCCCCC1,-22,-1,11,-1,-7,-6,16,1,0
Cc1nonc1OCCNCc1c(C(=O)N(C)C)nc2ccc(Cl)cn12,-1,-4,-4,3,3,8,5,-8,-9
O=C(Nc1ccc(N2CCOCC2)cc1)c1cc(-c2ccncc2)nc2ccccc12,-18,-2,6,-2,-12,0,-9,0,30
Cc1nnc(SCC(=O)N2CCOCC2)[nH]c1=O,-1,-5,-12,-2,1,-4,7,4,14
O=C(CSc1nc2ccccc2s1)Nc1cc(C(=O)O)cc(C(=O)O)c1,-1,-2,-3,0,-8,6,11,0,3
CN(C(=O)c1ccno1)c1nnc(-c2ccccn2)s1,-3,9,2,-20,-20,-14,13,3,i
Cc1ccc(S(=O)(=O)c2cc3c(=O)n4cccc(C)c4nc3n(Cc3ccncc3)c2=N)cc1,27,0,0,9,13,1,19,-25,-84
CCC(C(=O)NCCCN1CCCC1=O)n1c2ccccc2c2nc(=O)cc(C)n21 (stereo unspecified),3,3,-4,2,-7,0,21,1,-11
CCC1c2ccc(C)n2CCN1C(=O)Nc1ccccc1C(=O)OC (stereo unspecified),8,-5,-1,0,-24,0,20,4,-483
CC(C)(Cc1ccc(O)cc1)NC(=O)SCc1ccccc1,10,-7,3,-1,2,-5,4,5,12
O=C(CCCc1ccccc1)NCc1ccccc1Cl,-31,-12,-2,18,10,3,24,1,14

# Source: PubChem BioAssay (Sanford-Burnham Center for Chemical Genomics)
